# High-throughput results from PubChem BioAssay.
# GASC-1 inh = blocks human GASC-1 demethylase activity | AID 2099 | GST-JMJD2C(1-420) H3K9me3 demethylation, DELFIA europium | Q9H3R0 | 330,000 tested, 0.069% active | inhibition, % at 2.35 µM;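 active = more than half of a compound's replicate wells show inhibition beyond 50%, single wells judged on their own value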;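 note: signal counts dimethyl H3K9 product captured on neutravidin plate; 0% = median of DMSO wells and 100% = 0.3 times that DMSO median; strong numbers were not always called active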
# Target sequence (Q9H3R0 1-420 limits assumed): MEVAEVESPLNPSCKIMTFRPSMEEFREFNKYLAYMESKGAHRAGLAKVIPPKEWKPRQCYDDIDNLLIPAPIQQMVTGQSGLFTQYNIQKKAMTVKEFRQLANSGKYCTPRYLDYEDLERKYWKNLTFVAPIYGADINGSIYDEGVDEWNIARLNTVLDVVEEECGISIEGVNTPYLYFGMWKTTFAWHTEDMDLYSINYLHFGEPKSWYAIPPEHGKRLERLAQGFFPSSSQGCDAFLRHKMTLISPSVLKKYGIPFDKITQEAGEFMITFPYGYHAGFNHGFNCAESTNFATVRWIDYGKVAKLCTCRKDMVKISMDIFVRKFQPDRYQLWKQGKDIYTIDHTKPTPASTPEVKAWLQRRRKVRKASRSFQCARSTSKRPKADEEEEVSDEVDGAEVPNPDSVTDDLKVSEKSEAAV
# Starred values were filed as active, the others as inactive.
SMILES,GASC-1 inh
CCCOc1ccc2nc(NC(=O)OC)[nH]c2c1,12

# The list is partial (hit frequency here may not be typical).
